Source: PubChem (Sanford-Burnham Center for Chemical Genomics)
ER stress death = protection against thapsigargin ER stress killing – CSM14.1 cells, ATP luminescence, primary screen; CSM14.1 thapsigargin ER stress survival; relative survival (cellular ATP), % at 15 µg/mL (by protocol); 48,000 tested, 0.33% active; AID 1010, 2008;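 active = survival measured by cellular ATP above 50% at 15 µg/ml in the first screen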;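 also: cell death triggered by about 15 µM thapsigargin; ATP read 24 h after thapsigargin was added; plate controls were thapsigargin with DMSO for no effect and DMSO without thapsigargin for full effect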
An asterisk follows results filed as active. This is a subset (hit frequency here may not be typical).

SMILES | ER stress death
CCCCSc1nc2sc3c(c2c(=O)n1Cc1ccccc1)CCCC3 | 1.6
CC1CN(C(=O)c2cnn(-c3ccccc3)c2NC(=O)c2cccc(F)c2)CC(C)O1 (stereo not drawn) | 2.4
CCOc1ccc(N2C(=O)NC(=O)/C(=C\c3ccc(Br)o3)C2=O)cc1 | 9.0
Cn1c(-c2cccc(Cl)c2)n[nH]c1=S | 12.7
O=C(/C=C/c1ccc2c(c1)OCO2)Nc1ccc(N2CCCCC2)cc1 | 4.0
O=C(NCCc1ccccc1)C1COc2ccccc2O1 (stereo not drawn) | 6.9
O=C1S/C(=C\c2ccc(-c3ccccc3[N+](=O)[O-])o2)C(=O)N1c1ccccc1 | 13.5
Cc1nc2ccccc2n1/N=C/c1ccccc1 | 8.3
COC(=O)c1ccc(/C=C/C(=O)c2ccc(F)cc2)cc1 | -0.6
CCO/N=C1/CC(c2ccccc2)Cc2onc(C)c21 (stereo not drawn) | 13.2
Cc1ccc2oc(C(=O)Nc3cccnc3)c(C)c2c1 | -0.6
Cc1ccccc1OCC(=O)Nc1cccc(-c2nc3ncccc3o2)c1 | 7.1
CC(C)(C)NCC(=O)NCCNc1ccc([N+](=O)[O-])cc1Cl | -3.8
Clc1ccccc1-c1nc(N2CCCC2)c2ccccc2n1 | 3.1
O=C(NCCOCc1ccccc1)c1ccccc1Br | 10.8
CCN1C(=O)/C(=C2/Oc3ccc4ccccc4c3N2C)OC1=S | 0.9
Cc1cc(=O)[nH]c(N/N=C/c2cccnc2)n1 | 8.9
COC(=O)C(CC(C)C)NC(=O)CSc1nnc(C)c(=O)[nH]1 (stereo not drawn) | 8.2
O=C(CC(CC(=O)c1nc2ccccc2s1)c1ccccn1)c1nc2ccccc2s1 | 15.6
O=S(=O)(c1ccc(NC(=S)Nc2ccccc2)cc1)N1CCCCCC1 | 0.4
CC(=O)c1c(C)nc(-c2ccccc2)nc1NC(=O)Cc1ccccc1 | -4.5
CCc1ccc(NC(CC(=O)c2ccc(OC)cc2)c2ccc(OC)cc2)cc1 (stereo not drawn) | 0.6
CC(C)(C)OC(=O)NC(Cc1c[nH]c2ccccc12)C(=O)NCc1ccccc1 (stereo not drawn) | 3.5
O=C(CSc1nc2sc3c(c2c(=O)[nH]1)CCc1ccccc1-3)c1ccc(Cl)cc1 | 5.1

In a second layout: entries from further up.
CCN1C(=O)/C(=C2/Oc3ccc4ccccc4c3N2C)OC1=S
  ER stress death: 0.9
Cc1cc(=O)[nH]c(N/N=C/c2cccnc2)n1
  ER stress death: 8.9
COC(=O)C(CC(C)C)NC(=O)CSc1nnc(C)c(=O)[nH]1 (stereo not drawn)
  ER stress death: 8.2

(continued)
SMILES | ER stress death
Clc1ccc(OCCCN2CCCC2)cc1 | 0.1
COc1ccc(C2C3C(=O)N(c4ccccc4)C(=O)C3N3CCCN23)cc1 (stereo not drawn) | 1.5
O=C(c1cccn1C(O)(C(F)(F)F)C(F)(F)F)C(F)(F)F | -2.2
CN(C)CCN1C(=O)C(=O)/C(=C(/O)c2ccccc2)C1c1cccc([N+](=O)[O-])c1 (stereo not drawn) | 12.7
CCCOC(=O)C1=C(C)NC2=C(C(=O)CC(C)(C)C2)C1c1ccc(F)c(F)c1 (stereo not drawn) | 0.8
Cc1cc(Cl)ccc1OCC(=O)Nc1ccc(F)c([N+](=O)[O-])c1 | -1.7
CC(C)(C)c1ccc(C(=O)NNC(=O)C(=O)Nc2ccccc2)cc1 | 7.2
CCN1C(=O)NC(c2ccc(SC)cc2)C(C(=O)OCCOC)=C1C (stereo not drawn) | 1.9
Cc1ccc(C(=O)N/N=C/c2ccc3c(c2)OCO3)cc1 | -7.8
COc1cc(C(=O)NCc2ccccc2F)cc(OC)c1OC | 14.6
O=C(Nc1ccc(Cl)cn1)c1ccc2c(c1)OCCO2 | -2.7
COc1ccc(C2=C/C(=C/c3ccc(-c4cccc([N+](=O)[O-])c4)o3)C(=O)O2)cc1 | 6.6
CC(C)C(NC(=O)CN(c1cccc([N+](=O)[O-])c1)S(=O)(=O)c1ccccc1)C(C)C | -17.2
COCC(O)CSCc1ccc(Cl)cc1 (stereo not drawn) | 0.7
COC(=O)c1c(C)oc2cc(Br)c(OCC(=O)C(C)(C)C)cc12 | -1.6
Cc1ccc(C(C)C)c(OCC(=O)Nc2cccc(S(N)(=O)=O)c2)c1 | -1.6
O=C(Nc1ccc(NC(=O)c2cccc(Br)c2)cc1)c1ccccc1 | 9.4
CCOc1cc(/C=C2/SC(=S)N(C)C2=O)ccc1OCc1ccccc1Cl | 9.3
COC(=O)C1=C(C)NC(=O)/C1=C\c1ccc(F)cc1 | 1.0
N/C(=N/c1nc2ccccc2o1)NC(=O)Nc1ccccc1 | 5.8
O=C(c1ccc(F)cc1)N1CCN(C2C3CC4CC(C3)CC2C4)CC1 (stereo not drawn) | 7.1
CCOC(=O)c1c(-c2ccccc2)oc2ccc(OCC(=O)c3ccc(OC)cc3)cc12 | 2.6
Cc1cccc(N2CCN(C(=O)c3ccccc3)CC2)c1C | -1.0
CC(C)Oc1ccc(C(=O)N2CCCc3ccccc32)cc1 | -0.3

4 records drawn at random from the list so far:
SMILES | ER stress death
O=C(Nc1ccc(NC(=O)c2cccc(Br)c2)cc1)c1ccccc1 | 9.4
Cc1ccc(C(C)C)c(OCC(=O)Nc2cccc(S(N)(=O)=O)c2)c1 | -1.6
Cc1cccc(N2CCN(C(=O)c3ccccc3)CC2)c1C | -1.0
CC(C)Oc1ccc(C(=O)N2CCCc3ccccc32)cc1 | -0.3

Continuation:
SMILES | ER stress death
Cc1ccccc1-c1cc(C(=O)O)c2ccccc2n1 | 2.4
O=C(O)CCCC(=O)N(Cc1ccccc1)Cc1ccccc1 | 6.9
CCOc1ccccc1NC(=O)Cc1ccccc1 | -11.4
Cc1cccc(OCC(=O)N/N=C/c2ccc([N+](=O)[O-])s2)c1 | 2.8
NC(=O)c1ccccc1NC(=O)c1ccccc1F | 9.3
FC(F)(F)Oc1ccc(N=Cc2ccc(Br)s2)cc1 | -16.6
O=c1oc2ccccc2cc1-c1nn(-c2ccccc2)cc1/C=N/O | 1.5
Cc1cc(NC(=O)c2cccnc2)ccc1Br | 2.8
O=C(c1ccc([N+](=O)[O-])cc1)N1CCSC1c1ccc2c3c(cccc13)CC2 (stereo not drawn) | 15.1
O=C(c1ccc([N+](=O)[O-])cc1)N1CCN(Cc2cccc(Oc3ccccc3)c2)CC1 | 68.7*
COc1ccc(OC)c(NC(=S)NC(=O)c2ccccc2Cl)c1 | -0.3
O=C1CC(c2cc3c(cc2Cl)OCO3)c2cc(Br)c3ccccc3c2N1 (stereo not drawn) | 1.9
Cn1cccc1/C=C1/C(=O)NC(=S)N(c2cccc(Cl)c2)C1=O | -7.6
CC(=O)c1cccc(NC(=O)c2ccc(-c3cc(Cl)ccc3Cl)o2)c1 | -3.1
O=C(Cc1ccc(Cl)cc1)Nc1cccnc1 | 1.9
CC1=CC(C)(C)N(C(=O)c2ccc(NS(C)(=O)=O)cc2)c2ccc(C)cc21 | 0.4
C/C(=C\c1ccccc1Cl)C(=O)c1c(C)cc(C)[nH]c1=O | -20.9
COc1ccc(C(=O)Nc2sc(C(=O)OC(C)C)c(C)c2C(=O)OC(C)C)cc1OC | 9.1
Brc1ccc(CN2CCN(Cc3ccccn3)CC2)cc1 | 3.2
Cc1cccc(NCCC(=O)c2cccs2)c1C | -3.8
CC1CCN(C(=O)Nc2ccccc2)CC1 | 1.9
Nc1cccc(NC(=O)c2ccco2)c1 | -4.7
CCC(C(=O)NCc1ccccc1)c1ccccc1 (stereo not drawn) | 6.1
Cc1cc(NCCCO)n2c(nc3ccccc32)c1C#N | 7.7
COc1ccc2nc(NC(=O)c3ccccc3Br)sc2c1 | -1.4
CC(C)(C)C1=CC(=O)C=C(C(C)(C)C)C1=O | 0.5
CC(C)(C)c1ccc(OCCOc2cccc(C=C3C(=O)NC(=O)NC3=O)c2)cc1 | 3.5
COc1cccc(N(CC(=O)Nc2ccc(OC)cc2OC)S(=O)(=O)c2ccccc2)c1 | 2.4
C=CCNC(=O)c1cccc([N+](=O)[O-])c1 | 2.2
O=C(CCC(=O)Nc1ccc(I)cc1)N/N=C/C=C/c1ccccc1 | 14.3
CC1=C(C(=O)OC(C)C)C(c2ccccc2)C2=C(CCCC2=O)N1 (stereo not drawn) | 20.4
C=CCn1c(SCC(=O)c2ccc(Br)cc2)nc2sc3c(c2c1=O)CCC3 | 2.3
CCOC(=O)C1=C(C(=O)OCC)SC(=C2C(=S)C(C)(C)N(C(=O)c3ccc(OC)cc3)c3ccccc32)S1 | 5.3
CCn1c(O)c(/C=N/N=C/c2ccccc2)c2ccc(C3=NNC(=O)CC3)cc21 | 1.9
O=C(Nn1cnnc1)c1ccccc1Cl | 6.1
COCCOC(=O)c1ccc(NC(=O)COc2ccc(Cl)cc2)cc1 | 0.1

Ordered by molar mass (lowest first): three of the compounds above.
SMILES | ER stress death
CC(C)(C)c1ccc(OCCOc2cccc(C=C3C(=O)NC(=O)NC3=O)c2)cc1 | 3.5
O=C(CCC(=O)Nc1ccc(I)cc1)N/N=C/C=C/c1ccccc1 | 14.3
C=CCn1c(SCC(=O)c2ccc(Br)cc2)nc2sc3c(c2c1=O)CCC3 | 2.3

(next part)
SMILES | ER stress death
COc1ccc2c(c1)C(C)=CC(C)(C)N2S(=O)(=O)c1ccc(NC(C)=O)cc1 | 4.3
O=C(N=Nc1c(O)n(CN2CCOCC2)c2ccc(Br)cc12)c1cccnc1 | -3.1
O=C(Nc1ccc(Cl)cc1)c1ccccc1C(=O)c1ccc(Cl)cc1 | 11.1
CS(=O)(=O)N(Cc1ccccc1)c1ccc(C(=O)NCc2ccc(Cl)cc2)cc1 | 6.4
COc1ccc(C(=O)NNS(=O)(=O)c2ccccc2)cc1 | 1.8
COc1ccc(C2=NN(C(=O)CCC(=O)O)C(c3cccs3)C2)cc1 (stereo not drawn) | 2.3
CCSc1nc2sc3c(c2c2nnnn12)CCN(C)C3 | -7.1
CC(NS(=O)(=O)c1ccccc1)C1COc2ccccc2O1 (stereo not drawn) | -1.1
O=C(Nc1ccc2nn(-c3ccc(F)cc3)nc2c1)c1ccccc1[N+](=O)[O-] | -3.4
CC(C)(C)c1ccc(OCC(=O)N/N=C/c2ccc(O)c([N+](=O)[O-])c2)cc1 | -28.2
CC(C)(C)SCCN=C1NS(=O)(=O)c2cc([N+](=O)[O-])ccc21 | -0.6
O=C(NCc1ccco1)c1cc2nc(-c3ccccc3)cc(-c3ccccc3)n2n1 | -5.6
O=P(c1ccccc1)(c1ccccc1)C1COCCO1 (stereo not drawn) | -1.1
CCOC(=O)C(CCOCCOc1c(C)cc(Cl)cc1C)C(=O)OCC | 0.8
CN(C)/C=C1/C=C(c2ccccc2)OC1=O | 10.1
Cn1c(N/N=C\c2ccc(Cl)cc2Cl)cc(=O)n(C)c1=O | 0.5
Cc1ccc(/C=C2/SC(=S)N(CCC(=O)N3c4ccccc4Sc4ccc(Cl)cc43)C2=O)cc1 | 9.8
Cc1ccc(NC(=O)c2sc(N)c(C(=O)OC(C)C)c2C)cc1 | -4.1
COc1cc(/C=C2/SC(N)=NC2=O)ccc1OCc1ccccc1[N+](=O)[O-] | 16.0
O=C(NC(=S)Nc1c(Cl)cc(Cl)cc1Cl)c1ccco1 | 13.9
CC1=C(C(=O)Nc2ccccc2Cl)C(c2cccc(Br)c2)NC(=O)N1 (stereo not drawn) | 7.6
O=C1CSC(=O)N1c1ccc(Cl)cc1 | 3.1
Cc1[nH]c2ccccc2c1C=Nc1cc(Cl)cc(Cl)c1 | -0.5
O=S(=O)(c1ccc2c(c1)Cc1cc(S(=O)(=O)N(CCO)CCO)ccc1-2)N(CCO)CCO | 12.5
Cc1ccc([N+](=O)[O-])cc1NC(=O)COc1ccc(Cl)cc1C | 13.0
Nc1ccc2nn(-c3ccc([N+](=O)[O-])cc3)nc2c1 | 29.9
O=C(N/N=C/c1ccc(Br)cc1)C12CC3CCC(CC(C3)C1)C2 | 5.9
O=C1NC(=Nc2ccc(Cl)cc2)SC1Cc1cccc([N+](=O)[O-])c1 (stereo not drawn) | -0.9
C=CCN1C(=O)/C(=C/c2ccc(N(C)C)cc2)C(=O)NC1=S | 2.9
CCOc1ccc(NC(=O)CN(c2ccccc2OC)S(=O)(=O)c2ccccc2)cc1 | 1.7
O=[N+]([O-])c1ccc(OCCCCCN2CCOCC2)cc1 | -4.8
Cn1c(=O)c2c([nH]c(=S)n2Cc2ccc(Cl)c(Cl)c2)n(C)c1=O | 0.2
CCN1C(=O)c2cccc3c(NC(=O)c4ccc(Oc5ccccc5)cc4)ccc1c23 | 8.6
Cc1cccc(N2C(=O)NC(=O)/C(=C/c3cccn3-c3ccc([N+](=O)[O-])cc3)C2=O)c1 | 4.3
COc1ccc(NC(=O)C(=O)N/N=C/c2cc(OC)ccc2OC)cc1 | 3.8
Cc1cc(OCC(=O)Nc2ccc(C(C)C)cc2)ccc1Cl | 8.3
Ic1ccc(Nc2nc3nonc3nc2N2CCOCC2)cc1 | -2.6
O=[N+]([O-])c1ccc(-c2noc(COc3cccc4ccccc34)n2)cc1 | 4.6
O=C1c2ccccc2NC(c2ccc(Cl)c(Cl)c2)N1Cc1ccco1 (stereo not drawn) | -4.8
CCOc1ccc(-c2cn3c4ccccc4n(CCN(CC)CC)c3n2)cc1 | -5.1
COC(=O)C1=C(C(=O)OC)C2(OC1c1ccccc1C)C(=O)c1ccccc1C2=O (stereo not drawn) | 9.8
COc1cccc(/C=C2/SC(N)=NC2=O)c1O | -14.1
O=C(N/N=C/c1c(F)cccc1Cl)c1ccc(O)cc1O | 0.1
Cc1cccc(OCC(=O)NCc2cccnc2)c1 | 2.8
COc1ccc(N(CC(=O)O)S(=O)(=O)c2ccccc2)cc1 | 3.8
Cc1ccccc1OCC(=O)N1CCN(c2ccc([N+](=O)[O-])cc2)CC1 | 2.7
O=C(c1cccc(F)c1)N1CCN(c2ccc([N+](=O)[O-])cc2)CC1 | 5.4
O=C(NCCc1ccccc1)c1cc2n(n1)C(C(F)(F)F)CC(c1cccs1)N2 (stereo not drawn) | 10.5
CCc1c(C)nc2[nH]nc(-c3ccccc3)n2c1=O | 0.1
NC(=O)c1ccccc1NS(=O)(=O)Cc1ccccc1 | -3.9
